KCNH2 WT inh – inhibitors of human wildtype KCNH2 potassium channel. U2OS, BacMam KCNH2, thallium flux FluxOr; active compounds read low. activity change, % at 1.84 µM. 0.37% of 340,000 active. AID 720551;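 active = maximum activity change below -70%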
Target sequence (Q12809 whole entry, looked up): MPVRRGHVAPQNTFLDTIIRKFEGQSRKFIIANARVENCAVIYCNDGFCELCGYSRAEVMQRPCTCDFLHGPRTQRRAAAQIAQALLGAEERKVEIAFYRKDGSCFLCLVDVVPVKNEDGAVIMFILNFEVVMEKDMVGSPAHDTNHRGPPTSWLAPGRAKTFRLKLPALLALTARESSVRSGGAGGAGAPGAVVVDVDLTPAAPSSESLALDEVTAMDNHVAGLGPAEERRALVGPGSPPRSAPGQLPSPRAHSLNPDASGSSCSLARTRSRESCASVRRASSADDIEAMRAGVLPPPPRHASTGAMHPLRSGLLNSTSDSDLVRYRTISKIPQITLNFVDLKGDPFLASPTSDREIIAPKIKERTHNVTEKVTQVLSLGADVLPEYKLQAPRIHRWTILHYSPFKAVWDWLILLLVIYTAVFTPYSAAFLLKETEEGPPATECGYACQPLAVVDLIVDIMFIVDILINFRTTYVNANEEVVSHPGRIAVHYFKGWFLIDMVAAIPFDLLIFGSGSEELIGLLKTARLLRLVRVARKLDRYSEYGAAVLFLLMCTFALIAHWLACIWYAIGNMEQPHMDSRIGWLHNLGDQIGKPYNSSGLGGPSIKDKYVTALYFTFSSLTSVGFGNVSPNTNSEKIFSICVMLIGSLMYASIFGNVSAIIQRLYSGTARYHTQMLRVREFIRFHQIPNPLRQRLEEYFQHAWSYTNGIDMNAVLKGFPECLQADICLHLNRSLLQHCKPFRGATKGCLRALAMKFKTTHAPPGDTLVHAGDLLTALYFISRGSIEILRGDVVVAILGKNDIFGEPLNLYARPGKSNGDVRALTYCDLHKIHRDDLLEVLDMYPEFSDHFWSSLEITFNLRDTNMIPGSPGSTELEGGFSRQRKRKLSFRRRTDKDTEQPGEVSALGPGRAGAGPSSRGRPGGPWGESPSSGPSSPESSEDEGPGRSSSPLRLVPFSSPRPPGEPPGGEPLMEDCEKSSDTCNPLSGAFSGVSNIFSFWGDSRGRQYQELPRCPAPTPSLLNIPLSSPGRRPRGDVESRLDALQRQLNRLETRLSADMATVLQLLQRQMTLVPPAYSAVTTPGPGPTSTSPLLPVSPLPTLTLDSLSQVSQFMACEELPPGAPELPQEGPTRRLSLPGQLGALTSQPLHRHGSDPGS
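U2OS cells were transduced with wild-type KCNH2 virus (2.03 x 10^8 / mL) for 4 h at room temperature, then cultured overnight at 37 C. Thallium flux was read with FluxOr dye. Rate constants were normalized to DMSO controls.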
An asterisk follows results filed as active. % is scaled to controls: 0 for no effect and ±100 for the full control effect. Only part of the results is shown, so the mix of outcomes need not match the whole.

SMILES	KCNH2 WT inh
Cc1ccc([C@H]2C[C@@H](O)[C@H](n3cc(COC(=O)c4ccccc4)nn3)CN2Cc2cccs2)cc1	0
O=C1NC(Cc2ccccc2)c2nc3ccc(Cl)cc3c(=O)n2-c2cc3ccccc3cc21 (stereo not given)	-8
C[C@@H]1CCCCO[C@H](CN(C)C(=O)Nc2ccc(F)cc2)[C@@H](C)CN([C@H](C)CO)C(=O)c2cc(N(C)C)ccc2O1	3
C[C@@H]1CN([C@H](C)CO)C(=O)CCCn2nncc2CO[C@@H]1CN(C)S(=O)(=O)c1ccc(Oc2ccccc2)cc1	-8
CCc1ccccc1NC(=O)CN1CCN(C(=O)c2cc(C3CC3)nn2-c2ccccc2)CC1	5
Cc1ccc2c(=O)n3c(nc2c1)C(Cc1ccccc1)NC(=O)c1cccnc1-3 (stereo not given)	0
Cc1cccc(NC(=O)C(C)Sc2ncnc3sccc23)c1 (stereo not given)	6
O=C(Nc1ccc(S(=O)(=O)Nc2ncccn2)cc1)c1ccc(Br)cc1	-7
O=C(CSc1nnc(-c2cccnc2)o1)Nc1ccc(F)cc1	-3
CC1(C)CC(Cc2cccc(C(F)(F)F)c2)N(C(=O)OC(C)(C)C)C1 (stereo not given)	4
CC(OC(=O)c1cccc(S(=O)(=O)N2CCOCC2)c1)C(=O)NCC1CCCCC1 (stereo not given)	-22
COc1ccc(OC)c(C(=O)CCCCC(=O)c2cc(OC)ccc2OC)c1	-6
COc1ccc(-c2ccc(CN3C(CC(C)C)C(=O)N(Cc4cn(CC5CCCCC5)nn4)CCS3(=O)=O)cc2)cn1 (stereo not given)	16
COc1ccccc1NC(=O)N(C)C[C@H]1OCc2cnnn2CCCC(=O)N([C@H](C)CO)C[C@@H]1C	7
COC(=O)[C@H]1C[C@H](OC(=O)NCC2CCCCC2)[C@@]2(O)CN(S(=O)(=O)c3ccc(C)cc3)CC2[C@H]1C(=O)OC (stereo not given in full)	1
COc1ccc(S(=O)(=O)N2CCOCC2)cc1NC(=O)CN1C(=O)NC2(CCC(C)CC2)C1=O (stereo not given)	7
CC(C)CC1C(=O)N(Cc2cn(CCC3OCCCO3)nn2)CCS(=O)(=O)N1Cc1ccc(-c2cccc(N(C)C)c2)cc1 (stereo not given)	-8
CN(CC(=O)Nc1ccc(Cl)cc1)CC(=O)N1CCc2ccccc21	-1
COc1cc(OC)cc(C(=O)OCC(=O)NC2CCCCCCC2)c1	-10
CC(C)OC(=O)N(C)C[C@H]1OCc2cnnn2CCCC(=O)N([C@@H](C)CO)C[C@H]1C	-6
COc1ccc([C@H]2C[C@@H](n3cc(COC(=O)c4ccccc4)nn3)[C@H](O)CN2C(=O)c2cccs2)cc1	-9
O=C(c1ccc2c(c1)OCCO2)N1CCN(c2ccc(C(F)(F)F)cn2)CC1	16
c1ccc2cc(C3OCC4(CCCC4)CO3)ccc2c1	12
CC(=O)c1c(O)cc2c3c1OC(C)(C)C1CCC(C)(CC31)O2 (stereo not given)	3
Cc1ccc([C@H]2C[C@H](O)[C@@H](n3cc(-c4ccc(F)cc4)nn3)CN2CC2CCCCC2)cc1	3
New compounds follow.
SMILES	KCNH2 WT inh
C[C@@H]1CCCCO[C@H](CN(C)Cc2ccc(C(F)(F)F)cc2)[C@H](C)CN([C@@H](C)CO)C(=O)c2cc(NC(=O)Cc3ccccc3)ccc2O1	-17
COc1ccc(CCNC(=O)CSc2nc3c(sc(=S)n3-c3ccccc3)c(=O)[nH]2)cc1OC	-2
CN(C(=O)NC1CCCCC1)[C@H]1C[C@H]2c3[nH]c4ccccc4c3CCN2C(=O)[C@H]1CO	1
C[C@H]1CN([C@@H](C)CO)S(=O)(=O)c2ccc(C#CC(C)(C)O)cc2O[C@H]1CN(C)Cc1ccccc1	-21
CCOC(=O)c1c(NC(=O)COC(=O)c2cccc([N+](=O)[O-])c2)sc(C(=O)N(C)C)c1C	1
Cc1ccc([C@H]2C[C@@H](n3cc(C4CC4)nn3)[C@H](O)CN2C(=O)c2cccs2)cc1	11
COc1cccc(/C=C/c2nc(S(=O)(=O)c3ccccc3)c(N3CCC(C(N)=O)CC3)o2)c1	20
COc1ccc(NC(=O)O[C@@H](C)[C@@H]2CN3CCc4c([nH]c5ccc(-c6ccc(OC)cc6)cc45)[C@@H]3C[C@@H]2N(C)C(=O)Nc2ccc(OC)cc2)cc1	-10
Cc1ccc(O)c(Cc2cc(C)cc(Cc3cc(C)ccc3O)c2O)c1	-4
CC1(c2ccccc2)NC(=O)N(CC(=O)N2CCc3ccccc32)C1=O (stereo not given)	-6
COc1ccc(NC(=O)C[C@H]2C(=O)N(CCc3ccccc3)C[C@@H]2CSC)cc1	8
CCn1c(SCC(=O)NC2CC2)nc2ccccc21	0
O=C(CN1CCN(C(=O)CCC(=O)N2CCC(c3ccccc3)=N2)CC1)Nc1cccc(F)c1	20
CCCCN1C(=O)C(CC(=O)NCCCN(C)C)CC(C(=O)N(CC)CC)=C1C (stereo not given)	2
COc1cc(C(C)=O)ccc1OCC(=O)N1CCC(Cc2ccccc2)CC1	-20
CCN(CC)C(=O)C1=C(C)N(CCC2=CCCCC2)C(=O)C(CC(=O)NC(c2ccccc2)c2ccccc2)C1 (stereo not given)	-88*
O=C1NC(Cc2ccc(O)cc2)c2nc3cc(F)ccc3c(=O)n2-c2cc3ccccc3cc21 (stereo not given)	16
O=C(NCc1ccccc1)C1CNCC(C(=O)NCc2ccccc2)C1 (stereo not given)	-19
COc1cc(CNC[C@H]2O[C@@H](n3cc(C)c(=O)[nH]c3=O)C[C@@H]2O)ccc1OCc1cccc(Cl)c1	-27
O=S(=O)(Nc1ccc(-c2cn3c(n2)SCC3)cc1)c1cc(F)ccc1F	5
CC(C)C1C(=O)N(Cc2cn(CCC3OCCCO3)nn2)CCS(=O)(=O)N1Cc1ccc(-c2ccc(Cl)cc2)cc1 (stereo not given)	5
COc1cccc(CCNC(=O)c2cc(COc3ccc(C)c(C)c3)on2)c1OC	-9
CCC(O)c1cnc(OCc2ccccc2)nc1OCc1ccccc1 (stereo not given)	2
Cc1ccc(NC(=O)CN2CCN(C(=O)C3CC3)CC2)c(F)c1	-11
C[C@H]1CN([C@@H](C)CO)S(=O)(=O)c2ccc(-c3ccncc3)cc2O[C@H]1CN(C)C(=O)c1cccc(F)c1	-14

Four compounds from above, ordered by SMILES length, falling.
SMILES	KCNH2 WT inh
COc1ccc(NC(=O)O[C@@H](C)[C@@H]2CN3CCc4c([nH]c5ccc(-c6ccc(OC)cc6)cc45)[C@@H]3C[C@@H]2N(C)C(=O)Nc2ccc(OC)cc2)cc1	-10
COc1ccc(CCNC(=O)CSc2nc3c(sc(=S)n3-c3ccccc3)c(=O)[nH]2)cc1OC	-2
COc1ccc(NC(=O)C[C@H]2C(=O)N(CCc3ccccc3)C[C@@H]2CSC)cc1	8
COc1cccc(CCNC(=O)c2cc(COc3ccc(C)c(C)c3)on2)c1OC	-9

The list goes on:
SMILES	KCNH2 WT inh
CCOC(=O)N1CCN(C(=O)CCN2C(=O)/C(=C\c3ccc(OC)c(OC)c3)SC2=S)CC1	4
COc1cc2c(cc1OC)C1CCc3cc4c(cc3C1N=C2)OCO4 (stereo not given)	-23
CC(=O)c1ccc(NC(=O)c2cn(C)c(=O)c3ccccc23)cc1	9
CC1(C)CC(=O)C(CSC(=O)c2ccccc2)C(=O)C1	0
CC1(C2CC2)NC(=O)N(CC(=O)Nc2ccc(OC(F)F)cc2)C1=O (stereo not given)	13
CC(C)(C)NC(=S)N1CCC2CC1c1c(Cl)cccc12 (stereo not given)	3
CC(NC(=O)C1CCCN1C(=O)c1cccs1)c1ccc(Cl)cc1Cl (stereo not given)	-7
O=C(COC(=O)Cc1c(Cl)cccc1Cl)NCc1ccccc1	-16
COc1ccc(Oc2c(OC)cc(NCc3ccc(CN)cc3)c3ncccc23)cc1	2
C[C@H](CO)N1C[C@H](C)[C@@H](CN(C)S(=O)(=O)c2ccccc2)OCc2cnnn2CCCC1=O	-4
Cc1ccc(S(=O)(=O)N2CC3(O)CN(C(=O)OC(C)C)N(C(=O)OC(C)C)CC3(OC(=O)NCc3ccccc3)C2)cc1 (stereo not given)	4
Cc1ccc(Nc2nc(C)cc(C)c2C#N)c(C)c1	-3
Cc1cccc(OCC(=O)Nc2ccc(C(=O)Nc3ccccc3C(=O)O)cc2)c1	-3
O=C(COC(=O)c1ccccc1Cl)NCc1cccs1	-25
Cc1c(C(=O)N2CCN(Cc3nccn3C)CC2)oc2c(F)cccc12	6
CCN(CC)C(=O)C1=C(C)N(Cc2ccc(C(C)(C)C)cc2)C(=O)C(CC(=O)NCCCN(C)C)C1 (stereo not given)	-11
CC(C)COC(=O)N(C)C[C@H]1OCc2cnnn2CCCC(=O)N([C@H](C)CO)C[C@@H]1C	-3
Cc1cc(C)nc(NS(=O)(=O)c2ccc(NC(=O)c3ccccc3Br)cc2)n1	4
COc1ccc(NC(=O)N(C)C[C@H]2OCCCC[C@@H](C)Oc3ccc(N(C)C)cc3C(=O)N([C@H](C)CO)C[C@@H]2C)cc1	-10
Cc1ccc2ccccc2c1NC(=O)CNCc1ccccc1	-6
C[C@@H]1CN([C@H](C)CO)C(=O)CCCn2cc(nn2)CO[C@H]1CN(C)C(=O)Nc1ccc2c(c1)OCO2	-15
CC(C)CN(C(=O)CSc1nnc(-c2cccs2)n1C1CC1)C1CCS(=O)(=O)C1 (stereo not given)	-1
Cc1ccc2cc(CNC[C@H]3O[C@@H](n4cc(C)c(=O)[nH]c4=O)C[C@@H]3O)c(N3CCOCC3)nc2c1	-2
O=C(O)c1ccccc1Cc1ccc(F)c2ccccc12	4
Cc1cccc(NC(=O)c2nc[nH]c2C(=O)NC[C@H](C)O)c1	-12
New compounds follow.
SMILES	KCNH2 WT inh
C[C@H]1CN([C@@H](C)CO)C(=O)CCCn2nncc2CO[C@@H]1CN(C)S(=O)(=O)c1ccccc1	1
COc1ccc(C2CCCCC2SCC(=O)O)cc1OC (stereo not given)	-3
CCCCCCCCC(=O)N1C(C)CCC1C (stereo not given)	-1
COc1ccc(NC(=O)N(C)C[C@@H]2OCc3cnnn3CCCC(=O)N([C@@H](C)CO)C[C@H]2C)c(OC)c1	0
CCCC1NC(=O)c2cccnc2-n2c1nc1cc(C)cc(C)c1c2=O (stereo not given)	0
O=C(NCC1CCCO1)c1cccc(S(=O)(=O)Nc2ccccc2Cl)c1 (stereo not given)	-5
COc1cc2c(cc1CNC[C@H]1O[C@@H](n3ccc(N)nc3=O)[C@H](O)[C@@H]1O)OCO2	-7
Cc1cn([C@H]2C[C@H](O)[C@@H](CNCc3ccc(C#CCCO)cc3)O2)c(=O)[nH]c1=O	13
N#Cc1ccc(NC(=O)COC(=O)C2CCC2)cc1	-2
CNc1n[nH]c(-c2ccccc2)n1	12
C[C@@H]1CN([C@@H](C)CO)C(=O)CCCn2nncc2CO[C@H]1CN(C)C(=O)C1CC1	-5
CCN(CC)C(=O)Cn1cc(S(=O)(=O)CC(=O)Nc2cc(C)on2)c2ccccc21	-5
CN(CC(=O)Nc1ccc(F)cc1)C(=O)COC(=O)c1nc(Cl)ccc1Cl	6
Cc1ccc(S(=O)(=O)Nc2ccccc2C=NNC(=O)c2ccncc2)cc1	-10
CCOC(=O)CCCCCC(=O)Nc1ccc2c(c1)C(=O)N([C@H](C)CO)C[C@@H](C)[C@@H](CN(C)C(=O)CCC(F)(F)F)OCCCC[C@H](C)O2	-3
CCOC(=O)NC(=S)Nc1cccc(C)n1	-4
COCCN(CC(=O)Nc1cccc(C)c1C)C(=O)/C=C/c1ccc2c(c1)OCCO2	-2
COC(=O)C1CC(c2ccccc2)N(c2ccccc2)O1 (stereo not given)	-14
CCOc1ccc(S(=O)(=O)Nc2ccc(C(=O)N(CC)CC(=O)NCc3cccs3)cc2)cc1	-4
COCC(=O)N(C)C[C@@H]1Oc2cc(-c3ccc(F)cc3)ccc2S(=O)(=O)N([C@H](C)CO)C[C@H]1C	12
C[C@H](CO)N1C[C@H](C)[C@@H](CN(C)S(=O)(=O)c2cccc(F)c2)OCc2cn(nn2)CCCC1=O	-2
COc1ccccc1N1CC(C(=O)OC(C)C(=O)Nc2ccc(F)cc2)CC1=O (stereo not given)	7
CSc1ncnc2c1ncn2CCCNCC(C)c1ccccc1 (stereo not given)	-15
CCCCN1C[C@H](C)[C@@H](CC(=O)Nc2ccccc2)C1=O	8
O=C(Nc1ccc(N2CCOCC2)cc1)C1CCN(S(=O)(=O)c2cccc(C(F)(F)F)c2)CC1	-1
CC(=O)N1C[C@H]2CON(C)[C@H]2C[C@H]1c1cccc(-c2cc(Cl)cc(Cl)c2)c1	-2
COc1ccccc1-c1ccc2c(c1)O[C@@H](CN(C)C(=O)c1ccncc1)[C@H](C)CN([C@@H](C)CO)S2(=O)=O	5

Gathered by group: the entries above with a Cl atom
SMILES	KCNH2 WT inh
O=C1NC(Cc2ccccc2)c2nc3ccc(Cl)cc3c(=O)n2-c2cc3ccccc3cc21 (stereo not given)	-8
CN(CC(=O)Nc1ccc(Cl)cc1)CC(=O)N1CCc2ccccc21	-1
COc1cc(CNC[C@H]2O[C@@H](n3cc(C)c(=O)[nH]c3=O)C[C@@H]2O)ccc1OCc1cccc(Cl)c1	-27
CC(C)C1C(=O)N(Cc2cn(CCC3OCCCO3)nn2)CCS(=O)(=O)N1Cc1ccc(-c2ccc(Cl)cc2)cc1 (stereo not given)	5
CC(C)(C)NC(=S)N1CCC2CC1c1c(Cl)cccc12 (stereo not given)	3
CC(NC(=O)C1CCCN1C(=O)c1cccs1)c1ccc(Cl)cc1Cl (stereo not given)	-7
O=C(COC(=O)Cc1c(Cl)cccc1Cl)NCc1ccccc1	-16
O=C(COC(=O)c1ccccc1Cl)NCc1cccs1	-25
O=C(NCC1CCCO1)c1cccc(S(=O)(=O)Nc2ccccc2Cl)c1 (stereo not given)	-5
CN(CC(=O)Nc1ccc(F)cc1)C(=O)COC(=O)c1nc(Cl)ccc1Cl	6
CC(=O)N1C[C@H]2CON(C)[C@H]2C[C@H]1c1cccc(-c2cc(Cl)cc(Cl)c2)c1	-2

Screening results from PubChem BioAssay.
